Source: PubChem (National Center for Advancing Translational Sciences (NCATS))
3T3 cytotox – NIH 3T3 cell cytotoxicity; NIH 3T3 viability, CellTiter-Glo ATP luminescence, 48-72 h; Potency, µM (series often up to 96.7 µM), for the others: at the highest dose activity change, negative = cytotoxicity, actives largely listed as inhibitors; actives 4.3% (n = 94,000); further: potency means the concentration at half of the fitted maximal effect; nearly all actives have a fitted effect of over 55% in size
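Viability of NIH 3T3 cells after 48 or 72 hr compound treatment at 37 °C was assessed by CellTiter-Glo, with luminescence imaged following a 10 min room-temperature step.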
IP6K1 inh – inhibitors of human IP6K1 | IP6K1 kinase, ADP-Glo luminescence, 2 h; hits give low values | activity change, % (series mostly up to about 58 µM) | actives 0.81% (n = 140,000); in the data active means activity change below about -25%
Target sequence (Q92551 whole entry, looked up): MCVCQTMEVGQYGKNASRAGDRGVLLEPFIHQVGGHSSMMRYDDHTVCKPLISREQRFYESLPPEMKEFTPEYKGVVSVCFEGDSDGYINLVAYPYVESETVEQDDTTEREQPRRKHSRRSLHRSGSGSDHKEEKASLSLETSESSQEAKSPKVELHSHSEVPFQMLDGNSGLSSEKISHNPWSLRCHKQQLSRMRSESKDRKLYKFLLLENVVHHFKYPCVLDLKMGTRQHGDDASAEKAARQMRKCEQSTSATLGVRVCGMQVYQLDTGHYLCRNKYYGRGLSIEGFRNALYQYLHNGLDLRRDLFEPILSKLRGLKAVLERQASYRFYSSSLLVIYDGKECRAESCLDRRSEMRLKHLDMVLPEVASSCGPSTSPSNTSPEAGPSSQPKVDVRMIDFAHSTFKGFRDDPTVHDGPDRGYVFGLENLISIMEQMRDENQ
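ADP-Glo luminescence measures ADP made by human IP6K1 during a 2 h RT reaction with ATP/IP6 (mix at 1.3 mM/130 uM); top library doses 57.5 and 19.1 uM final.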
Luciferase inh – blocks purified firefly luciferase enzyme activity | actives 2.5% (n = 76,000) | Potency, µM (titrated, usually from 115 µM), inactives show top-dose activity change, negative = inhibition, actives largely listed as inhibitors | purified P. pyralis luciferase, luminescence, biochemical | P08659; further: potency means the concentration at half of the fitted maximal effect; nearly all actives have a fitted effect of over 65% in size
Target sequence (P08659 whole entry, looked up): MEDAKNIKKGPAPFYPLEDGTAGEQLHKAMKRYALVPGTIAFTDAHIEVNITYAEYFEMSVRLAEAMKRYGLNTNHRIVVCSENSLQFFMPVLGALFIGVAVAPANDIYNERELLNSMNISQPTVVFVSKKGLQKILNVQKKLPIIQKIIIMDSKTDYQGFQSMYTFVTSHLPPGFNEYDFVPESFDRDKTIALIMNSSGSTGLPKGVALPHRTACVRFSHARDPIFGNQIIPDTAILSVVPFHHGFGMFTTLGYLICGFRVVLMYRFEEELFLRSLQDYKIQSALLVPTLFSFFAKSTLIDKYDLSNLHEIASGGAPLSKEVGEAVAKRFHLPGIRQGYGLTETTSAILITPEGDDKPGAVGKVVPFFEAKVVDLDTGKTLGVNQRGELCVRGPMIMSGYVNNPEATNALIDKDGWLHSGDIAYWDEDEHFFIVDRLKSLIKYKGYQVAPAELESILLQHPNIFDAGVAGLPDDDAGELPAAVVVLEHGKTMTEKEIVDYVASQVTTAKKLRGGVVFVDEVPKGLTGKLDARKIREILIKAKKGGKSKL
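Purified P. pyralis luciferase (10nM final) in 50mM Tris acetate pH 7.5, 10mM Mg acetate, 0.01% Tween-20, 0.05% BSA with 10uM D-luciferin and 10uM ATP. Compounds titrated qHTS. Luminescence imaged on CCD.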
SNCA expr inhib – reduces expression of the alpha-synuclein gene; HEK-293 SNCA-luciferase knock-in, luminescence, 24 h; Potency, µM (doses to about 57.2 µM), for inactives: at the highest dose activity change, negative = inhibition, actives largely listed as inhibitors; actives 0.17% (n = 140,000); AID 1671194;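 further: potency means the concentration at half of the fitted maximal effect; plate controls were DMSO cells for no effect and cell-free wells for full effect; nearly all actives have a fitted effect of over 45% in size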
GPT2 inhibitor – GPT2 alanine aminotransferase inhibition | Q8TD30 | Recombinant GPT2, coupled pyruvate oxidase/HRP Amplex Red fluorescence | Potency, µM (titrated, usually from 57.7 µM), for inactives: top-dose activity change, negative = inhibition, usual class: inhibitors | actives 0.25% (n = 100,000) | AID 1671188; further: potency means the concentration at half of the fitted maximal effect; nearly all actives have a fitted effect of over 60% in size; many of its hits are not listed in these tables
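GPT2 10ng/uL, a-KG 250uM, L-Ala 2mM, HEPES pH7.5 + 0.0001% Tween; 30 min RT. Then Amplex mix (PO/HRP/ThPP), 30 min RT dark, fluorescence. AOA 50uM used as positive control.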
SNCA viab count – cell viability loss counter-screen. AID 1671193. actives 0.12% (n = 150,000). HEK-293-SNCA-luc viability, GF-AFC fluorescence, 24 h. Potency, µM (series often up to 57.1 µM), for the others: at the highest dose activity change, negative = cytotoxicity, usual class: cytotoxic;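 further: potency means the concentration at half of the fitted maximal effect; 0% = DMSO-treated cells and -100% = medium-only wells without cells; nearly all actives have a fitted effect of over 30% in size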
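Cytotoxicity counterscreen: after 24 h compound treatment of genome-edited SNCA-luciferase HEK-293 cells, live-cell protease substrate GF-AFC read by fluorescence after 30 min; activity scaled between DMSO (0%) and medium-only (-100%), curves Hill-fitted.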
HEK cytotox – cytotoxic compounds in HEK 293 cells. Potency, µM (series often up to 115 µM), inactives show at the highest dose activity change, negative = cytotoxicity, usual class: inhibitors. actives 6.6% (n = 94,000). HEK 293 viability, ATP luminescence (CellTiter-Glo), 48-72 h; further: potency means the concentration at half of the fitted maximal effect; nearly all actives have a fitted effect of over 60% in size
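Viability of HEK 293 cells, plated at 250 cells/well, was judged by cellular ATP after compound treatment for 48 or 72 hr. Luminescence was imaged 10 min after CellTiter-Glo addition at room temperature.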
Numbers without * were called inactive; i = inactive; u = inconclusive; x = no result given; & = joins results of further samples; [ ] = remark or other dose. Unless noted, the call rests on the fitted dose curve; in most records, active means well fitted curve in the direction sought with a large enough effect; inconclusive means small, poorly fitted or top-dose-only effect, or another doubt; inactive means no such curve, though single readings can be large; an effect the other way counts as inactive or inconclusive. Unless noted, on the % scale 0 is the no-effect control and ±100 the full control effect. This is a subset; the hit share may differ from the screen's.

cpd	canonical_smiles	GPT2 inhibitor	HEK cytotox	Luciferase inh	IP6K1 inh	SNCA expr inhib	3T3 cytotox	SNCA viab count
1	Cn1c(N2CCC3(CC2)OCCCC3O)nc2c1c(=O)[nH]c(=O)n2C (configuration not stated)	i	-2%	7%	-5	7%	4%	1%
2	Cc1cc(C)cc(NC(=O)CN2C(=O)c3ccccc3Sc3ccc(C(=O)N4CCCC4)cc32)c1	x	x	x	-13	u	x	-30%
3	Cc1nn(-c2ccccc2)c2c1C(C1CC1)N(C1CCN([S+](=O)([O-])c3cccs3)C1)C2=O (configuration not stated)	x	u	x	-2	x	u	x
4	COc1ccc(CCNC(=O)C2COc3ccccc3C2)cc1OC (configuration not stated)	x	x	x	4	30%[activator]	x	-10%
5	CCCNC(=O)C1CCN(c2cc(C)nc3c(-c4ccc(OC)c(OC)c4)c(C)nn23)CC1	x	x	x	-9	-22%	x	-2%
6	COc1cc(C(=O)Nc2ccccc2-c2nc(-c3ccccc3)no2)cc(OC)c1OC	x	x	x	-6	15%	x	-4%
7	Cc1ccc(Nc2ccnc(N3CCCC3C(=O)NC3CCCC3)n2)cc1 (configuration not stated)	i	u	x	0	4%[87.6 µM]	u	-2%[12.5 µM]
8	COCC(=O)N1CCCC1C(=O)N1CCC(c2ccccc2)CC1 (configuration not stated)	-1%	-3%	x	-9	27%	-8%	4%
9	CCC(=O)N1CCc2c(C(=O)Nc3ccc(OC)cc3OC)cccc21	i	1%	-9%	-6	23%	-23%	-1%
10	CCOC1CCOC2(CCN(C(=O)c3ccoc3)CC2)C1 (configuration not stated)	i	0%	-6%	4	2%	i	14%[12.5 µM]
11	CC1=C(C(N)=O)C(c2ccc(F)cc2)n2nc(-c3ccccc3Cl)nc2N1 (configuration not stated)	x	x	x	18	34%[activator]	x	12%
12	Cc1ccc(CNC(=O)CN(c2cc(C)cc(C)c2)S(=O)(=O)c2c(C)noc2C)cc1	x	x	x	15	-4%	x	15%
13	CN(C)c1cccc(C(=O)N2CCNc3cnc(Nc4cccc(C(F)(F)F)c4)nc3C2)c1	1%	u	7%	-6	-30%	u	-19%
14	COc1ccc(CC(=O)N2CC(=O)Nc3ccc(Br)cc3C2c2ccc(F)cc2)cc1OC (configuration not stated)	x	x	x	-14	-13%	x	-7%
15	O=C(c1cccc2[nH]ccc12)N1CCC([C@@H]2CNC[C@H]2CO)CC1	i	-12%	-16%	-8	-8%	-11%	-20%[12.5 µM]

(next part)
cpd	canonical_smiles	GPT2 inhibitor	HEK cytotox	Luciferase inh	IP6K1 inh	SNCA expr inhib	3T3 cytotox	SNCA viab count
16	O=C(CSc1oc(-c2ccco2)nc1S(=O)(=O)c1ccc(Br)cc1)c1ccc(Cl)cc1	x	x	x	-19	-11%	x	-4%
17	Cc1ccc(CNC(=O)Cn2c(=O)n(-c3ccccc3)c(=O)c3c2c2cc(C)ccc2n3C)cc1	x	x	x	-7	-8%	x	11%
18	CCC(C(=O)NC1CCC(C)CC1)n1nc(C)c2sc3ccccc3c2c1=O (configuration not stated)	x	x	x	6	177%[activator]	x	3%
19	COc1ccc(-c2[nH]ncc2C(=O)NCc2cccc(Cl)c2)cc1	x	x	x	-13	11%	x	-1%
20	FC(F)(F)c1cccc(C2=NOC3(CCCN(Cc4cccnc4)C3)C2)c1 (configuration not stated)	i	u	3%	0	-3%	u	-6%
21	COc1ccccc1NC(=O)CN1C(=O)C(c2ccc(F)cc2)=NC1(C)C	x	x	x	-9	4%	x	-18%
22	COc1ccc(OC)c(NC(=O)CSc2ccc(-c3sc(C)nc3C)nn2)c1	x	x	x	-6	-6%	x	-8%
23	Cc1nn(-c2ccccc2)c2c1cc1c(=O)[nH]c(=O)nc-1n2-c1cccc(C(F)(F)F)c1	x	x	x	1	3%	x	u
24	O=C(NCC1CC1)C1CN(c2cccc(Cl)c2)C(=O)N1 (configuration not stated)	3%[88.5 µM]	-11%&-12%[172 µM]	0%&-12%[172 µM]	7&0	7%&0%[87.6 µM]	-17%&-28%[138 µM]	19%&-12%[87.6 µM]
25	O=C(NC[C@H]1OC[C@@H](N(Cc2cccs2)Cc2cccs2)[C@@H]1O)c1ccccc1	-12%[88.5 µM]	u	-16%[172 µM]	4	-32%[87.6 µM]	u	u
26	COc1cccc(-c2ccc(CN3CCCC(NC(=O)c4ccc(Cl)cc4)C3)cc2)c1 (configuration not stated)	4%	u	x	11	35%[activator]	u	-17%
27	Cc1cc(C)c(NC(=O)Cn2nc3c(cc2=O)CCCC3)c(C)c1	x	x	x	19	u	x	0%
28	COc1ccc(C(=O)N(C)Cc2ccc(F)cc2)cc1	1%[88.5 µM]	u	-1%[172 µM]	-7	-14%[87.6 µM]	-9%[138 µM]	-7%[87.6 µM]
29	CCc1ccccc1OCC(=O)Nc1ccc(S(=O)(=O)Nc2nc(C)cc(C)n2)cc1	x	x	x	-10	33%[activator]	x	-6%
30	O=C(C1CCN(S(=O)(=O)c2cccs2)CC1)N1CCC(c2ccccc2)CC1	4%	u	x	12	-5%	u	-1%

Part of the list above, showing only 3T3 cytotox, HEK cytotox and SNCA expr inhib.
| entry | smiles | 3T3 cytotox | HEK cytotox | SNCA expr inhib |
| --- | --- | --- | --- | --- |
| 18 | CCC(C(=O)NC1CCC(C)CC1)n1nc(C)c2sc3ccccc3c2c1=O (configuration not stated) | x | x | 177%[activator] |
| 19 | COc1ccc(-c2[nH]ncc2C(=O)NCc2cccc(Cl)c2)cc1 | x | x | 11% |
| 20 | FC(F)(F)c1cccc(C2=NOC3(CCCN(Cc4cccnc4)C3)C2)c1 (configuration not stated) | u | u | -3% |

Continued:
cpd	canonical_smiles	GPT2 inhibitor	HEK cytotox	Luciferase inh	IP6K1 inh	SNCA expr inhib	3T3 cytotox	SNCA viab count
31	Cc1ccc(C(=O)c2oc3ccccc3c2NC(=O)COc2ccccc2C)cc1	x	x	x	28	14%	x	8%
32	O=C(NCc1c[nH]c2ncccc12)c1cccc(Br)c1	2%[88.5 µM]	u	-4%[172 µM]	-4	-5%[87.6 µM]	-28%[138 µM]	4%[87.6 µM]
33	Cc1oc2ccn(Cc3ccccc3F)c(=O)c2c1C(=O)NCc1cccnc1	1%	u	-4%	29	61%[activator]	u	2%
34	Cc1ccc(OCCn2c(C3CC(=O)N(Cc4ccc(F)cc4)C3)nc3ccccc32)c(C)c1 (configuration not stated)	x	x	x	13	u	x	-24%
35	CC(=O)N[C@H]1CC[C@]2(C)CC[C@@H](C(C)C(=O)NC3CC3)[C@H](O)[C@H]2[C@@H]1C (some centres not stated)	-3%[88.5 µM]	1%[172 µM]	-2%[172 µM]	-7	14%[87.6 µM]	-1%[138 µM]	6%[87.6 µM]
36	CCN1c2cc(C(=O)NCc3ccc(OC)c(OC)c3)ccc2C(=O)N2CCCCCC21 (configuration not stated)	i	45µM*	7%	7	1%	u	4%[12.5 µM]
37	O=C(Nc1ccc(Cl)cc1)N1CCC(c2nn(-c3ccc(F)cc3)c(=O)[nH]2)CC1	-2%	u	-4%	7	10%	u	1%
38	C[C@]1(O)CC[C@@H]2C(C(=O)O)=CO[C@@H](O[C@@H]3O[C@H](COC(=O)/C=C/c4ccc(O)c(O)c4)[C@@H](O)[C@H](O)[C@H]3O)[C@@H]21	u	x	x	1	x	x	-17%[23.9 µM]
39	Cc1ccc(-n2c(=O)c3c4c(sc3n(CC(=O)Nc3ccccc3C)c2=O)CCCCC4)cc1C	x	x	x	-14	-1%	x	5%
40	Cn1ncc2c(C(=O)Nc3cccc(C(F)(F)F)c3)cc(-c3ccc(C(F)(F)F)cc3)nc21	x	11µM*	x	-11	x	7.9µM*	x
41	Cc1ccc(NC(=O)CN2CCN(c3ccccc3F)CC2)cc1F	x	x	x	0	7%	x	u
42	O=C(CCN1CCCO1)N[C@@H]1COCC[C@@H]1OCc1ccccc1	i	-2%	7%	11	-30%	-9%	5%
43	Cc1cc(C)cc(C(=O)Nc2c3c(nn2-c2ccccc2C)CS(=O)(=O)C3)c1	x	x	x	17	-13%	x	0%
44	Cn1nccc1C(=O)N1[C@@H]2CC[C@H]1CC(NC(=O)c1ccc(F)cc1)C2 (some centres not stated)	0%	i	5%	-11	3%	2%	7%
45	Cc1ccc(C)c(NC(=O)C(NS(=O)(=O)c2ccc3c(c2)CCC(=O)N3)c2ccccc2)c1 (configuration not stated)	x	x	x	3	9%	x	7%

Remaining list, next part:
cpd	canonical_smiles	GPT2 inhibitor	HEK cytotox	Luciferase inh	IP6K1 inh	SNCA expr inhib	3T3 cytotox	SNCA viab count
46	CC(=O)Nc1cccc(-c2ccc3c(n2)CN(Cc2ccccc2F)C(=O)CO3)c1	2%[88.5 µM]	u	12%[172 µM]	-1	-15%[87.6 µM]	u	u
47	CCn1ccnc1CNC(=O)c1cc(OC)ccc1OC1CCN(C(=O)C2CC2)CC1	-8%	-4%	0%	-9	16%	3%	4%
48	COc1ccc(-c2nc(SCC(=O)NCCc3ccccc3)n[nH]2)cc1	x	x	x	-1	3%	x	-28%
49	CC(=O)Nc1ccc(S(=O)(=O)N[C@H]2C[C@@H](c3nc(-c4ccc(F)cc4)no3)N(C)C2)cc1	4%	u	-12%	11	-2%	-28%	-10%
50	CS(=O)(=O)c1ccc(N2CCN(C(=O)CC3COCCN3)CC2)c(F)c1 (configuration not stated)	u	-10%	-4%	0	-21%	-18%	4%
51	COc1ccc(-c2noc(CN3CCCCC3c3cccc(F)c3)n2)c(OC)c1OC (configuration not stated)	-13%	u	-1%	-4	46%[activator]	u	2%
52	COc1ccc(N2Cc3c(NCCCc4ccccc4)ncnc3N(C)CC2=O)cc1	u	u	-6%	-7	14%	u	3%
53	COc1cccc(CN2Cc3nc(-c4cccc(NC(C)=O)c4)ccc3OCC2=O)c1	0%[88.5 µM]	79µM*	-8%[172 µM]	7	-22%[87.6 µM]	u	-16%[87.6 µM]
54	COc1cc(NC(=O)c2cc(S(=O)(=O)N3CCC(C)CC3)cn2C)cc(OC)c1OC	x	x	x	-10	7%	x	5%
55	C=CCN1C[C@@H]2C[C@@H](C(=O)NC)N(C(=O)CCc3ccccc3)c3cccc(c32)C1=O	u	-10%[57.5 µM]	x	27	-15%[25.6 µM]	u	1%[23.9 µM]
56	CCN1c2cc(C(=O)NCCC3=CCCCC3)ccc2C(=O)N2CCCCCC21 (configuration not stated)	i	u	-10%	26	10%	u	15%[12.5 µM]
57	O=C(NCCCc1ccccc1)c1n[nH]c2c1CN(C(=O)c1ccc(F)cc1)CC2	i	u	3%	-15	-25%	28µM*	9%
58	COCCCN1C(=O)c2ccccc2CC1(C)C(=O)NC1CCCCC1 (configuration not stated)	x	x	x	5	39%[activator]	x	-9%
